From PubChem BioAssay
NPR2 activator = GC-B (human) receptor activation | AID 1920062 | P20594 | HEK293-GC-B cells, CNP EC30, cGMP TR-FRET; 0% at EC30 CNP, 100% saturating CNP | 370,000 tested, 0.11% active | activation, % at 10 µM;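 active = activation at 10 µM reaching about 35% in either raw or pattern-adjusted values, limit read from the data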
SMARCA2 act = increases SMARCA2 function in MMTV reporter cells; MG213 cells, MMTV-luciferase reporter, dexamethasone, overnight; activation, % at 9.1 µM; 370,000 tested, 1% active; AID 652017; in the data active = activation above about 7.8%;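 note: 0% = vehicle wells and 100% = reference activator wells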
mABHD4 FP = ABHD4 (mouse) inhibition, primary FP screen; Q8VD66; purified mABHD4, FP-Rh probe fluorescence polarization; inhibition, % at 8.92 µM; 370,000 tested, 0.54% active;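 active = inhibition exceeding the mean over every tested compound plus 3 SD, cut at about 30% in these data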;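 note: 0% = plate median of compound wells and 100% = S159A mutant with DMSO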
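Assay system: Wild-type mouse ABHD4 protein | Medium: HEPES pH 7.0 buffer, 150 mM NaCl, 0.01% Pluronic F-127 | Incubation: Enzyme–compound pre-incubation 45 min, then probe 60 min, both 25 °C | Technique: Fluorescence polarization with parallel and perpendicular emission, 525/598 nm | Evaluation: % inhibition of FP-Rh probe binding versus controls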
ARFGAP1 inhibitor = inhibits rat ARF GTPase activating protein 1; inhibition, % at 16.5 µM; Q62848; 360,000 tested, 0.26% active; Arfgap1-stimulated ARF1 GTP hydrolysis, GDP FP detection; AID 651572;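 active = inhibition above a per-plate limit, mean inhibition of low control wells plus 3 SD, cut at about 25% in these data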;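 note: 0% = DMSO wells with enzyme and 100% = wells lacking Arfgap1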
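System: truncated rat Arfgap1 GAP domain / Medium: HEPES-based buffer, pH 7.5 / Also added: N-terminally truncated human ARF1-GTP substrate / Incubation: enzyme reaction 120 min at 25 °C after 20 min preincubation / Measured by: FP of antibody-bound GDP Alexa 633 tracer, ex 620/em 688 nm / Replicates: singlicate, each compound tested once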
NR1D1 modulator = Rev-erb alpha (human) modulation; Rev-erbα–FITC-DNA binding, fluorescence polarization, 90 min; activity, % at 10 µM; 370,000 tested, 0.79% active;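 active = activity above about 14%, limit read from the data; passing the limit was not always enough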;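 note: 0% = DMSO wells with 35 nM protein and 100% = DMSO wells with 750 nM protein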
PG9 binder = small molecules binding HIV-1 gp120 antibody PG9 | TR-FRET gp120-PG9 antibody binding | inhibition, % at 6.7 µM | 360,000 tested, 0.43% active; in the data active = inhibition above about 8.5%
NPR1 activator = GC-A (human) enzyme activation; 370,000 tested, 0.14% active; HEK293 GC-A cells, cGMP TR-FRET, EC30 ANP; 0% at EC30 ANP, 100% saturating ANP; activation, % at 10 µM; P16066; in the data active = activation above about 40%
Target sequence (P16066 whole entry, looked up): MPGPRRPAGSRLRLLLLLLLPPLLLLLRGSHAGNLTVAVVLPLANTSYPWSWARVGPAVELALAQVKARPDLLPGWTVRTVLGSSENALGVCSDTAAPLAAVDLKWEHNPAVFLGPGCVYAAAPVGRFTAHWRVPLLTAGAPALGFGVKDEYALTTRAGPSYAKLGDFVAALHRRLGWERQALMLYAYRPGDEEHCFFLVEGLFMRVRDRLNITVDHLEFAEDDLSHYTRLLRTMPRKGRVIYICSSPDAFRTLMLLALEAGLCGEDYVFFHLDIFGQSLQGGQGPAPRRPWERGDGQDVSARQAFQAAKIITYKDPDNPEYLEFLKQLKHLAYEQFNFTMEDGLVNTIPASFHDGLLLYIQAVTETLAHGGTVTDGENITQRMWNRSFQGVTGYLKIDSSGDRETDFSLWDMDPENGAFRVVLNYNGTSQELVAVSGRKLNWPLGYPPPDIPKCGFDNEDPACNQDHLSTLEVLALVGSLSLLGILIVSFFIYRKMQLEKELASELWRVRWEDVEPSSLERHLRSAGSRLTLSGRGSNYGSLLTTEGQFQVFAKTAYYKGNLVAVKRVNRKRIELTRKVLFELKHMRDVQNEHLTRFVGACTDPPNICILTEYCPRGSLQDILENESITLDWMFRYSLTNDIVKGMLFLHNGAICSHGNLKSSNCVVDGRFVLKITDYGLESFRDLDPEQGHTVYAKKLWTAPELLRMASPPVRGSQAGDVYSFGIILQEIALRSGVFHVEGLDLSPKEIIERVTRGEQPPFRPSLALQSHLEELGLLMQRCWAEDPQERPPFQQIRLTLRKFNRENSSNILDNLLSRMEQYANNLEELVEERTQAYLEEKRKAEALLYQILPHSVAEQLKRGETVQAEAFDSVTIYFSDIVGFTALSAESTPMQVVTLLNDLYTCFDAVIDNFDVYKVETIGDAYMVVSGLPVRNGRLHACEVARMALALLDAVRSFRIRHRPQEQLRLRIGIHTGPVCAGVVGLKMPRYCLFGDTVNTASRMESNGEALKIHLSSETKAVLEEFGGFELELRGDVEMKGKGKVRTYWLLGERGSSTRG
ASAP1 inh = inhibitors of human ASAP1 ArfGAP activity; Q9ULH1; ASAP1-stimulated ARF1 GTP hydrolysis, GDP FP detection; 360,000 tested, 0.19% active; AID 624377; inhibition, % at 16.5 µM; in the data active = inhibition above about 25%;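 note: 0% = vehicle with enzyme and substrate and 100% = no enzyme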
HTRA1 inh = blocks human HTRA1 serine peptidase; Q92743; recombinant HTRA1, FP-rhodamine activity-based probe, fluorescence polarization; inhibition, % at 5.96 µM; 340,000 tested, 0.5% active; in the data active = inhibition above about 36%;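 note: 0% = enzyme with DMSO and 100% = wells lacking enzyme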
rCAG binder = r(CAG) repeat RNA binding. TO-PRO-1 dye displacement fluorescence. inhibition, % at 3 µM. 370,000 tested, 1.3% active;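 active = inhibition above the plate cutoff, the mean of all test compounds on that plate plus 3 SD, cut at about 35% in these data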;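 note: 0% = DMSO alone and 100% = 100 µM mitoxantrone as full dye displacement; higher means more dye released from RNA so lower well fluorescence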
* = called active by the depositor; / = no result given. Rows were taken by chance; any-hit rate near 4.4%.

SMILES	NPR2 activator	SMARCA2 act	mABHD4 FP	ARFGAP1 inhibitor	NR1D1 modulator	PG9 binder	NPR1 activator	ASAP1 inh	HTRA1 inh	rCAG binder
CCOC(=O)c1cnc2nc(NCc3ccc(OC)c(OC)c3)[nH]n2c1=O	3.9	0.0	-4.7	0.3	-4.7	-0.9	-3.5	2.5	-2.7	1.9
CCOC(=O)C1=C(c2ccccc2)NC(=S)NC1c1cc([N+](=O)[O-])ccc1OC (stereo unspecified)	-19.4	-0.1	-9.0	6.5	1.5	-1.8	-18.6	-5.7	-18.2	12.9
Cc1nc(NC(=O)CSc2nnc(Cn3nnc4ccccc43)n2C)sc1C	-0.2	1.2	0.3	5.2	-0.1	-0.9	1.5	-17.2	-0.8	-0.9
Cc1ccc2[nH]c3c(=O)n(CCCN4CCOCC4)cnc3c2c1	1.0	-4.3	5.7	12.0	0.8	-0.3	1.1	1.4	-5.2	-3.9
CCCCN(C(=O)NC(=O)Nc1ccccc1OC)S(C)(=O)=O	-0.5	-0.3	-5.3	7.9	-1.6	-2.8	2.8	3.6	-26.3	0.8
CSc1ccc(Cn2c(C)c(C(=O)NCc3ccc(C(C)C)cc3)sc2=O)cc1	-1.1	-1.1	-10.7	3.4	-0.7	-1.5	-0.3	4.0	/	3.4
COc1ccccc1C(=O)COC(=O)CN1C(=O)NC2(CCCC2)C1=O	0.2	-0.3	-3.7	-9.7	-5.1	-1.0	3.3	-0.7	-4.1	-2.2
CCN(c1cccc(C)c1)c1nc2ccsc2c(=O)s1	4.5	3.1	-15.1	-13.8	12.6	0.1	-2.5	4.8	-15.6	-1.3
CCc1noc(C)c1C(=O)N(Cc1ccccc1)c1c(N)n(CCOC)c(=O)[nH]c1=O	4.8	-0.7	-0.8	10.8	-2.7	0.3	-0.9	0.6	0.3	-0.1
COCCN(C(=O)COC(=O)CNC(=O)c1cccs1)c1c(N)n(Cc2ccccc2)c(=O)[nH]c1=O	-0.3	0.9	-2.9	1.1	-1.3	0.0	0.7	3.2	1.2	-0.7
COc1cccc(N2CCN(C(=O)CCCCCn3c(=S)[nH]c4cc5c(cc4c3=O)OCO5)CC2)c1	-2.0	0.8	6.7	0.5	-16.3	3.0	1.1	6.3	-0.9	4.0
O=C(CCS(=O)(=O)c1ccccc1)Nc1ccc2c(c1)C(=O)NC2=O	1.7	-2.3	-2.2	3.6	-1.1	-1.5	-1.9	-9.9	-6.5	0.3
CCOC(=O)Cn1c(=O)oc2cc(S(=O)(=O)NCCc3ccc(C)cc3)ccc21	8.9	-0.7	-2.3	-4.9	-3.0	-2.2	-2.6	-13.5	-0.9	2.4
CC(=O)C(N=Nc1ccccc1)(Sc1nnc(-c2ccccc2)n1-c1ccccc1)C(C)=O	-28.1	-4.0	-20.2	-10.0	-2.7	0.0	-44.6	0.1	-94.8	2.0
O=C(CSCc1c(Cl)cccc1Cl)NCc1cccnc1	-1.8	0.2	-8.0	14.3	-1.5	-1.3	-1.0	1.0	-11.9	-0.2

Next part, overlapping the part above by 5 compounds.
SMILES	NPR2 activator	SMARCA2 act	mABHD4 FP	ARFGAP1 inhibitor	NR1D1 modulator	PG9 binder	NPR1 activator	ASAP1 inh	HTRA1 inh	rCAG binder
COc1cccc(N2CCN(C(=O)CCCCCn3c(=S)[nH]c4cc5c(cc4c3=O)OCO5)CC2)c1	-2.0	0.8	6.7	0.5	-16.3	3.0	1.1	6.3	-0.9	4.0
O=C(CCS(=O)(=O)c1ccccc1)Nc1ccc2c(c1)C(=O)NC2=O	1.7	-2.3	-2.2	3.6	-1.1	-1.5	-1.9	-9.9	-6.5	0.3
CCOC(=O)Cn1c(=O)oc2cc(S(=O)(=O)NCCc3ccc(C)cc3)ccc21	8.9	-0.7	-2.3	-4.9	-3.0	-2.2	-2.6	-13.5	-0.9	2.4
CC(=O)C(N=Nc1ccccc1)(Sc1nnc(-c2ccccc2)n1-c1ccccc1)C(C)=O	-28.1	-4.0	-20.2	-10.0	-2.7	0.0	-44.6	0.1	-94.8	2.0
O=C(CSCc1c(Cl)cccc1Cl)NCc1cccnc1	-1.8	0.2	-8.0	14.3	-1.5	-1.3	-1.0	1.0	-11.9	-0.2
CCOC(=O)N1CCC(N(CCN(C)C)C(=S)Nc2ccccc2OCC)CC1	3.6	1.0	-1.8	3.9	-2.5	-0.1	2.2	-2.7	4.8	-9.3
CC(C)(C)c1ccc(/C=N/NC(=O)C(=O)NCCCN2CCOCC2)cc1	0.6	0.3	5.4	-11.2	0.8	-1.4	-0.4	-19.6	-0.6	-4.3
COc1ccc(N2CCN(C(=O)COC(=O)CCOc3ccc(C)cc3)CC2)cc1	-0.2	0.3	-2.5	-14.7	0.2	-0.6	2.2	-5.7	2.5	-4.7
O=C(CN1CCSC1=O)Nc1ccc(N2CCOCC2)cc1	-1.5	0.7	2.9	6.1	-1.9	-2.2	-4.4	21.0	-4.1	2.3
Cc1c(NS(=O)(=O)c2ccc(N)cc2)c(=O)n(-c2ccccc2)n1C	2.4	-2.4	1.8	-0.9	-7.0	-1.0	-1.9	6.5	8.8	-0.7
O=C1NCCN1C(=O)c1cccc(Cl)c1	7.9	-2.0	6.0	8.5	5.2	0.6	0.1	2.3	2.6	-1.9
CCOC(=O)N1CCC(Nc2ccc3nnc(-c4ccccc4)n3n2)CC1	-1.2	-2.2	-8.0	-4.7	0.7	0.7	6.2	8.9	-1.6	0.0
N#Cc1c(NC(=O)CCCN2C(=O)c3ccccc3C2=O)oc(-c2ccccc2)c1-c1ccccc1	-14.8	1.1	-19.2	-1.5	10.1	-0.2	-3.5	2.7	-0.2	8.0
Fc1ccc(OCCOCCN2CCCC2)cc1	1.4	1.5	8.5	2.4	4.3	-1.5	2.1	1.6	12.5	-1.6
CCOC(=O)c1c(-c2ccc(C)o2)csc1NC(=O)CN1CCCCC1	-3.2	-0.9	-2.3	-3.8	-7.1	-1.1	4.8	-0.6	-23.5	-3.2
Cc1noc(C)c1NC(=O)NC(c1ccccc1)c1ccccc1	0.2	-2.3	-6.4	3.5	2.1	-0.7	-2.9	14.8	5.8	1.3
Cc1nn(-c2ccccc2)c2sc(C(=O)NC3CCCCC3)cc12	-0.8	0.1	-14.7	12.0	-2.4	-1.2	8.1	4.2	-42.2	2.4
CS(=O)(=O)N(Cc1ccccc1)c1ccccc1C(=O)N1CCN(c2ccccc2)CC1	2.8	-3.3	-5.0	7.4	3.1	0.3	0.9	-3.0	-1.1	-4.9
O=C(c1ccc2c(c1)OCO2)N1CCN(S(=O)(=O)c2ccc(Cl)cc2)CC1	-7.0	5.9	-2.5	-9.4	-1.3	-2.4	-4.2	13.1	0.9	-2.8
O=C(CN1CCN(c2ccc(C(F)(F)F)cn2)CC1)Nc1ccc2c(c1)OCO2	1.0	-2.4	7.0	8.5	3.0	0.8	-3.0	11.1	-1.6	-2.0
CCCN1CCN(C(=O)c2nn(-c3ccc(OC)cc3)c(=O)c3c2c2ccccc2n3C)CC1	-2.8	0.5	-2.4	0.5	9.3	-2.6	2.3	8.2	-0.7	-3.1
Cn1cnc(S(=O)(=O)N2CCCC(c3cc(C(=O)Nc4ccc(F)c(Cl)c4)no3)C2)c1 (stereo unspecified)	4.4	-1.6	-7.7	1.2	-4.3	-2.5	7.6	-1.0	/	2.1
O=C(Nc1ccc(OC(F)(F)F)cc1)C1CCCN(C(=O)c2ccc(Cl)cc2)C1 (stereo unspecified)	-5.9	-3.8	-9.2	24.9*	-1.8	-1.0	-4.4	13.7	-11.7	0.8
COc1ccc(S(=O)(=O)N2CCCc3nc(-c4ccc(Br)cc4)ccc32)cc1	-1.5	-3.6	-13.7	1.8	3.1	0.5	1.3	-4.3	/	7.1
O=C(C1CCC(=O)N(C2CC2)C1)N1CCN(c2cccc(Cl)c2)CC1 (stereo unspecified)	2.1	-2.4	3.6	16.0	4.8	-0.9	-1.6	2.3	4.0	-3.4
CN1CCC(Oc2ccccc2Sc2ccc(C(F)(F)F)cc2)CC1	-0.4	-3.2	7.5	1.2	2.6	0.8	-3.2	9.9	5.8	-3.8
CCOc1ccccc1C1C(C(N)=O)=C(C)Nc2nc(-c3cccc(C)c3)nn21 (stereo unspecified)	-4.2	-2.0	1.3	1.4	-1.1	1.0	2.8	-11.3	-2.9	1.6
CCn1c(C)cc2c(c1=O)C(c1ccccc1Br)C(C#N)=C(N)O2 (stereo unspecified)	-1.3	1.3	2.5	-10.5	-4.5	-1.2	0.6	-2.8	7.0	2.6
CC(=O)Nc1ccc(Nc2ccc(N3C(=O)CCCC3=O)cc2[N+](=O)[O-])cc1	2.8	-2.0	4.9	-17.7	5.0	-3.6	-1.8	-9.5	8.1	1.7
Cc1ccc(NC(=O)Cn2c(=O)n(CCCCC(=O)NCc3ccco3)c(=O)c3ccccc32)cc1	-0.2	2.0	-21.4	2.7	6.5	-2.3	-0.7	-7.9	-16.8	2.4
COCCCN1C(=O)c2ccc(C(=O)OCC(=O)NCc3cccc(OC)c3)cc2C1=O	-3.4	2.5	-5.0	-3.9	6.1	1.9	-2.5	-6.2	2.9	0.1
CCOCCCn1c(SCC(=O)N2CCOCC2)nc2ccccc2c1=O	2.1	-2.6	-3.0	9.1	-3.8	0.7	0.0	0.3	2.3	2.7
CC(SCc1ccccc1)C(=O)Nc1ccccc1F (stereo unspecified)	1.4	1.4	4.7	-6.1	-0.4	0.4	-0.5	-8.8	9.0	-0.5
CCOc1ccc(CCN2C(=O)C(=O)N([C@@H](Cc3ccccc3)CN3CCC[C@H]3CN3C(=O)C(=O)NC[C@@H]3CC(C)C)C[C@@H]2Cc2ccc(O)cc2)cc1	-2.7	-2.4	9.0	-10.3	8.1	1.0	0.1	-1.3	/	12.7
O=c1cc2c(c(-c3ccccc3)n1Cc1ccccc1)[C@@H](CCO)NC2	2.3	1.5	-4.3	-5.0	1.1	0.5	-2.1	0.8	5.1	7.5
CCOc1ccc(CN(C)CC(=O)Nc2ccc(N3CCOCC3)cc2)cc1OC	-1.9	5.1	3.4	4.8	2.4	-5.8	1.8	1.1	3.0	-7.0
CC(=O)Nc1ccc(OCCCNC(=O)c2c(-c3ccccc3)noc2C)cc1	1.1	-2.1	-2.2	3.4	-9.8	-1.1	1.7	-2.4	-1.3	-1.3
O=C(NCCc1ccccc1)c1cccnc1	-2.0	1.5	6.7	4.7	4.7	1.4	3.0	-4.7	-2.2	-1.5
O=C(CCc1ccccc1)Nc1ccnn1C1CCN(C/C=C/c2ccccc2)CC1	-0.5	2.9	3.0	-9.9	-2.5	0.5	0.2	-4.5	2.7	-4.2
COc1ccccc1NC(=O)C(C)OC(=O)CCCN=C1NS(=O)(=O)c2ccccc21 (stereo unspecified)	0.7	-1.4	5.0	-6.6	-3.1	-1.4	3.1	-6.6	-2.0	2.6
CCCCN(C(=O)c1ccc(C)o1)c1c(N)n(CC(C)C)c(=O)[nH]c1=O	4.1	2.8	-0.8	5.7	7.6	0.2	0.9	2.2	4.7	1.3
O=C(c1ccccn1)N1CCN(c2ccc(C(F)(F)F)cn2)CC1	-3.6	-4.0	0.2	4.4	1.1	3.3	1.2	6.0	1.3	-6.1
COC(=O)C(C(=O)OC)C(C[N+](=O)[O-])c1ccc(OC)c(OC)c1 (stereo unspecified)	3.4	0.7	8.7	-11.0	-2.4	-0.2	-1.8	-3.7	-0.7	1.6
